# Phagocytosis inh: macrophage phagocytosis inhibition; J774A.1 macrophage IgG-bead phagocytosis, imaging; 110,000 compounds, 0.07% hits; inhibition, % at 5 µM;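 active = inhibition above the mean of the plate negative controls plus 5 SD, cut at about 13% in these data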;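 also: phagocytic index as fraction of beads internalized from green versus red external bead signal; plate controls were DMSO negative control for no effect and cytochalasin-D positive control for full effect; some results beyond the cut were filed as inactive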
# HCT116 PTEN-null: PTEN-deleted cell growth suppression; 140,000 compounds, 1.2% hits; viability, % at 10 µM; HCT116 PTEN-null viability, CellTiter-Glo, 60 h; active compounds read low;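 active = viability at or below a set limit, 4 SD under the median of all tested compounds, cut at about 3.7% in these data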;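 also: PTEN knockout HCT116 line with beta catenin targeted HCT116 as companion control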
# Measles CPE: protection of cells from measles virus; AID 841; Measles virus-infected cells, CPE protection, absorbance; 140,000 compounds, 1.5% hits; protection (pct of control), % at 4 µM; in the data active = protection mostly above about 24%, no sharp cut-off; inactive = mostly below about 26%; also: some compounds called inactive have numbers as strong as hits
# BB579 growth dn: yeast BB579 growth reduction in restrictive medium; S. cerevisiae BB579 growth, OD615, 48 h; inhibition, % at 10 µM; 140,000 compounds, 0.51% hits; AID 804;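 active = inhibition above a set limit, 3 SD over the mean compound inhibition, cut at about 44% in these data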; also: inactives centre near -24
#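 Material: Saccharomyces cerevisiae DeaD strain BB579, replicative lifespan model yeast; buffer or medium: CSMM-D restrictive synthetic medium containing dextrose (glucose); compound: 10 µM single dose, DMSO 0.25%; timing: 48 h compound exposure at 30 °C after 4 h preincubation; signal: turbidity as optical density at 615 nm; benchmarks: positive control amphotericin B 10 µg/mL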
# HCT116 bCat-KO: beta-catenin-lacking colon tumor cell growth suppression; HCT116 beta-catenin knockout viability, CellTiter-Glo, 60 h; active compounds read low; viability, % at 10 µM; 140,000 compounds, 1.5% hits;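 active = viability at or under a set limit, the compound median less 4 SD, cut at about 6% in these data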;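 also: 0% = Hyamine 1622 control at 20 µM and 100% = untreated cell control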
# NPY Y2 blocker: NPY-Y2 (human) receptor antagonism; inhibition, % at 2.7 µM; 140,000 compounds, 0.99% hits; P49146; NPY-Y2 expressing cells, antagonist mode; in the data active = inhibition above about 17%;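 also: 0% = vehicle with agonist challenge and 100% = reference antagonist with challenge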
# Target sequence (P49146 whole entry, looked up): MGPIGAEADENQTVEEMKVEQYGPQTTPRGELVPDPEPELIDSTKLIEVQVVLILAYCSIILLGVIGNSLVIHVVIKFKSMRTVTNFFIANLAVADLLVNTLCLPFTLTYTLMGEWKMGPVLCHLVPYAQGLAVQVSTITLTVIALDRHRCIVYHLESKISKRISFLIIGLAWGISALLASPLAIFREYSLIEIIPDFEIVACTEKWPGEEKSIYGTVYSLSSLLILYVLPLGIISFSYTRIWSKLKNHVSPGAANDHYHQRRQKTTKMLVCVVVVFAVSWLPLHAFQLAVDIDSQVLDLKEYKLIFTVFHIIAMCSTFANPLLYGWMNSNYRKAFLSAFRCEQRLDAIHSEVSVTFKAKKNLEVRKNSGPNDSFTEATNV
# GALR2 blocker: GALR2 (human) receptor antagonism | O43603 | GALR2-expressing cells, antagonist mode | inhibition, % at 4 µM | 140,000 compounds, 0.39% hits | AID 828; in the data active = inhibition above about 27%;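 also: cells stimulated with galanin 1-16 at roughly its EC80; 0% = agonist challenge control and 100% = basal control without agonist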
# Target sequence (O43603 whole entry, looked up): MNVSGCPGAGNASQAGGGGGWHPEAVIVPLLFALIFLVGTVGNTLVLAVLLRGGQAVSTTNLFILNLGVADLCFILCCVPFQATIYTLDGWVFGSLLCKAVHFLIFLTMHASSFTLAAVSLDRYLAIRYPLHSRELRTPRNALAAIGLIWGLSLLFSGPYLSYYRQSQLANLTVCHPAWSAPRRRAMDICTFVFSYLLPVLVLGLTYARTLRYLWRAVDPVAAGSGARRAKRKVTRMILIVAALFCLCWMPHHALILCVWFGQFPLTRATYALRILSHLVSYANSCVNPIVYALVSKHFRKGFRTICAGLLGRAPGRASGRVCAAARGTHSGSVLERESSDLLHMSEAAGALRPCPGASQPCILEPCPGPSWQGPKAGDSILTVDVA
# E-sel TNF inh: TNF alpha driven E-selectin expression inhibition; HUVEC TNFa-induced E-selectin immunofluorescence, high content; inhibition, % at 2 µM; 120,000 compounds, 0.71% hits; AID 1246;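 active = inhibition above the batch mean plus 3 SD, and confirmed as a hit on visual image review, cut at about 43% in these data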;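 also: 0% = TNF-stimulated DMSO wells and 100% = unstimulated control wells; not every result past the cut was called active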
# MRP1 act: MRP-1 activation | H69AR cells + doxorubicin, viability rescue, CellTiter-Glo | viability increase, % at 10 µM | 140,000 compounds, 0.61% hits | AID 799;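 active = viability gain under doxorubicin at or above a set limit, the compound median plus 3 SD, cut at about 4.7% in these data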;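 also: MRP-1 overexpressing cells given doxorubicin 25 µM after compound pretreatment; 18-22 h compound pretreatment then 72 h with doxorubicin before readout; 0% = doxorubicin-only wells and 100% = vehicle-treated cells without doxorubicin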
# Yeast lifespan up: yeast lifespan extension; 130,000 compounds, 0.68% hits; AID 775; inhibition of the nicotinamide effect, % at 10 µM; S. cerevisiae growth with nicotinamide, OD615; deaD strain in restrictive glucose medium;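 active = inhibition above a set limit, placed 3 SD over the median of all compounds, cut at about 26% in these data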;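 also: 0% = nicotinamide-treated wells and 100% = cells grown without nicotinamide; some compounds called inactive have numbers as strong as hits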
#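 System: Modified budding yeast, DeaD strain | Buffer or medium: Restrictive glucose medium | Also added: 1.5 mM nicotinamide | Doses: 10 µM single point, 0.25% DMSO | Schedule: 48 h compound exposure at 30 °C, humidified | Detection: Absorbance at 615 nm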
# * marks the source's active call; other numbers are inactive results; · = not tested or not shown.
SMILES,Phagocytosis inh,HCT116 PTEN-null,Measles CPE,BB579 growth dn,HCT116 bCat-KO,NPY Y2 blocker,GALR2 blocker,E-sel TNF inh,MRP1 act,Yeast lifespan up
Cc1cc2c3nonc3ccc2n1-c1ccccc1,·,·,6,-3,83,6,7,8,0.8,-12
Cc1ccc(-c2nc3ccc(NS(=O)(=O)c4ccccc4)cc3[nH]2)o1,143*,59,4,-4,62,5,-2,4,-0.8,-2
COc1cccc(OC)c1C(=O)Nc1nc2ccc(S(C)(=O)=O)cc2s1,-2,93,15,-11,102,2,7,·,-1.7,-12
O=C1CSC(c2cccc(F)c2)N1c1ccccc1F (stereo not given),·,108,11,-14,100,1,-2,-39,0.2,-6
COc1ccc(CNC(=O)CN2C(=O)C(C)N(c3ccc(C)cc3)C2=O)cc1 (stereo not given),-1,97,9,1,99,-2,-2,-23,-1.6,-9
CC1(C)CC(C(=O)NCCC(c2ccccc2)c2ccco2)CCO1 (stereo not given),-11,103,9,-12,93,2,4,11,-1.0,-3
COC(=O)c1[nH]c2ccc(C)cc2c1NC(=O)CN1CCN(C(=O)c2ccccc2)CC1,0,72,7,-25,81,0,-9,-4,-4.5,-22
COC(=O)c1sc(S(=O)(=O)N2CCC(C(=O)O)CC2)c(C(=O)OC)c1C,-1,110,12,-1,94,1,1,10,0.5,-17
Nn1c(Cc2cccc3ccccc23)nnc1SC1CCOC1=O (stereo not given),-1,101,10,9,99,2,-5,·,1.4,-10
CCn1c(NC2CCCCC2)nc2ccccc21,-3,98,8,-14,93,4,6,8,-2.1,-9
c1ccc(-c2noc(-c3ccccc3-c3ccccc3)n2)cc1,-1,81,1,-12,90,10,-6,7,0.0,-15
COc1cccc(-n2nnc3c(=O)n(Cc4cccc(F)c4)cnc32)c1,-1,101,8,-18,83,6,-1,-14,0.3,·
COc1ccc(OC)c(-c2c(=O)n(OCc3ccccc3Br)c3ccccc3[n+]2[O-])c1,·,81,14,-50,75,0,1,1,-1.2,1
O=C1Cc2ccccc2Sc2ccccc21,0,93,6,-25,99,3,-10,3,-0.1,-5
CCOc1ccc(C(=O)SC2=NCCS2)cc1,2,102,30*,-48,95,-1,-10,·,-0.9,52*
O=C(CCCn1c(=O)[nH]c2cc(Cl)ccc2c1=O)NCCC1=CCCCC1,-1,102,13,-27,96,-1,-4,-10,-1.2,-6
O=C(CN1CCOCC1)Nc1cccc(Br)c1,0,96,6,-23,90,4,5,17,-1.9,-5
O=C(CSC1=NCCN1)C1COc2ccccc2O1 (stereo not given),-2,84,31*,-28,80,2,7,-27,-0.8,-11
O=c1c2[nH]c3cccc(Cl)c3c2ncn1CCN1CCCCC1,·,91,6,-22,91,1,-10,-10,-3.4,6
Cc1c(C(=O)Nc2ccccc2[N+](=O)[O-])csc1-c1ccccc1,1,72,9,-8,64,4,-3,4,-1.8,-4
Cc1cccc(OCCCC(=O)Nc2ccc(N(C)C)cc2)c1,-1,84,22,-22,79,1,-6,2,-1.5,-5
Cc1ccccc1N1CCN(S(=O)(=O)c2ccccc2)CC1,·,88,7,-5,89,2,-14,-14,-0.6,·
CCn1nc(CC(=O)Nc2ccc(-n3cnnn3)c(OC)c2)c2ccccc2c1=O,-1,104,5,-11,114,17,9,3,-3.5,-16
O=C(Nc1ccc(C(=O)N2CCCC2)cc1)Nc1ccc(Cl)cc1Cl,-6,96,12,0,89,6,-1,·,-1.3,-3
c1ccc(Cc2nnc3sc(C4COc5ccccc5O4)nn23)cc1 (stereo not given),·,82,12,-23,93,6,-9,7,-1.2,·
COc1ccc(C(CC(=O)NCCCN2CCOCC2)NS(=O)(=O)c2ccc(C)cc2)cc1 (stereo not given),0,90,5,-10,98,1,-8,·,-1.8,-21
CCOC(=O)C1=NN(C(=O)c2ccccc2)C(O)(c2ccc(C)cc2)C1 (stereo not given),0,91,7,-21,89,9,5,·,-2.4,9
CN(C)c1ccc(NC(=O)c2cn(-c3ccccc3)nc2-c2cccs2)cc1,-1,99,8,-95,105,-5,4,-27,-0.5,-11
Cc1cccc(CCNS(=O)(=O)c2ccc3c(c2)oc(=O)n3C)c1,·,99,24,-13,97,11,4,·,-1.2,-10
Cc1cc2c(ccc3c2no[n+]3[O-])nn1,0,72,2,2,69,1,3,8,-5.5,-15
CN1C(=O)/C(=C2/C=Cc3ccccc3N2CCCS(=O)(=O)O)SC1=S,2,90,16,-9,89,1,-5,37,-0.9,-7
Cn1nnc2cc(C(=O)NC3CC3)ccc21,-1,101,5,-25,104,1,-16,4,-0.1,-14
CC(C)(C)c1nc(NCCN2CCOCC2)c2nnn(Cc3ccccc3Cl)c2n1,-2,72,19,11,77,2,6,-4,-0.7,-9
CCOC(=O)c1ccc(NCc2nc3ccccc3n2C)cc1,0,98,9,-30,88,1,4,14,-0.3,-22
CCN1C(c2ccc(F)cc2)=CS/C1=C(\C#N)c1nnc2n1-c1ccccc1SC2,0,82,17,-6,97,1,5,48,-1.4,-16
CCCC(=O)NC(NC(=S)Nc1c(C)n(C)n(-c2ccccc2)c1=O)C(Cl)(Cl)Cl (stereo not given),0,89,14,-61,98,1,2,-26,0.0,-12
Cc1cccc(-n2c(O)c(/C=N/NC(=O)c3ccccc3Cl)c3ccccc3c2=O)n1,-13,73,15,2,66,1,7,1,-3.4,-4
CCCn1c(SCC(=O)NCCc2ccc(OC)c(OC)c2)nc2c1c(=O)n(C)c(=O)n2C,0,101,13,-59,100,2,2,·,-1.1,-4
Cn1cc(SCC(N)=O)c2ccccc21,0,100,9,-4,105,3,8,12,-1.9,-12
O=C(c1nn2cccnc2c1Cl)N1CCN(c2ccccc2)CC1,·,98,5,-50,92,3,6,-33,-2.2,-5
O=C(Cc1cccs1)Nc1nncs1,-1,97,15,-6,91,4,0,0,-0.3,-8
Cc1ccnc(SCC(=O)c2ccc(Br)cc2)c1C#N,1,94,2,-32,92,7,18,1,-1.8,-1
Cc1nn(-c2ccccc2)c(C)c1/C=N\NS(=O)(=O)c1ccc(Cl)cc1,-2,113,2,-41,98,5,-1,2,-0.3,-13
O=[n+]1c2c(n([O-])c3c1CCCC3)CCCCC2,-1,97,5,-10,115,2,-7,17,-0.2,-17
CN(C)CCCN(C(=O)c1cccs1)c1nc(-c2ccccc2)cs1,-1,72,40*,-27,72,6,5,17,-4.9,-7
CC1Cc2ccccc2N1C(=O)COC(=O)c1c2c(nc3ccccc13)CCCCC2 (stereo not given),-10,36,34,-17,45,3,7,·,-0.5,-6
O=C(OCC#CCSc1nnc(-c2ccccc2)o1)c1ccco1,·,101,12,-31,92,3,3,-20,-3.2,-6
C=C(C)CN1CCN(S(=O)(=O)c2ccc(C)c(N(C)S(=O)(=O)c3ccc(C)cc3)c2C)CC1,-7,66,3,-5,70,7,-6,-21,-3.0,4

# Structural class: the entries above with a cyano group (2)
SMILES,Phagocytosis inh,HCT116 PTEN-null,Measles CPE,BB579 growth dn,HCT116 bCat-KO,NPY Y2 blocker,GALR2 blocker,E-sel TNF inh,MRP1 act,Yeast lifespan up
CCN1C(c2ccc(F)cc2)=CS/C1=C(\C#N)c1nnc2n1-c1ccccc1SC2,0,82,17,-6,97,1,5,48,-1.4,-16
Cc1ccnc(SCC(=O)c2ccc(Br)cc2)c1C#N,1,94,2,-32,92,7,18,1,-1.8,-1

# Following part.
SMILES,Phagocytosis inh,HCT116 PTEN-null,Measles CPE,BB579 growth dn,HCT116 bCat-KO,NPY Y2 blocker,GALR2 blocker,E-sel TNF inh,MRP1 act,Yeast lifespan up
Cc1ccc(N2C(=O)C3C(c4ccccc4)(C2=O)C3(c2ccccc2)c2ccccc2)cc1 (stereo not given),·,56,6,-52,54,-1,1,-50,5.4*,-4
O=C(NCc1nc2ccccc2[nH]1)c1ccco1,1,59,19,-16,56,6,4,15,0.5,0
CCN1C(=O)c2cccc3c(S(=O)(=O)Nc4nc(C)cs4)ccc1c23,2,53,3,-11,41,3,2,-2,-3.2,-14
Cc1ccc2[nH]c(C(=O)O)c(-c3ccccc3)c2c1,-2,102,11,0,97,2,-8,19,-1.7,-16
CCNCc1nc2cc(OC)c(OC)cc2c(=O)[nH]1,0,92,19,-36,94,1,1,-13,-0.7,-5
COC(=O)c1ccc(N=C2S/C(=C\c3cc(C)n(-c4cccnc4)c3C)C(=O)N2C)cc1,·,59,13,-39,80,0,-7,-35,2.7,-4
CC1Oc2ccccc2N(CC(=O)c2cccc(Cl)c2)C1=O (stereo not given),0,76,20,-41,76,8,-7,·,-3.6,-3
Cc1nn(Cc2ccc(Cl)cc2)c(C)c1NC(=O)CCCn1nc([N+](=O)[O-])c(Cl)c1C,-7,73,6,-22,80,-1,7,-7,1.9,-2
COC(=O)c1ccccc1NC(=O)NCc1ccc2c(c1)OCO2,-3,94,14,-1,100,1,0,3,-1.2,-15
COC(=O)COc1ccc(NC(=O)C2CCCO2)cc1 (stereo not given),-1,54,4,-30,61,-2,8,-30,-0.6,-9
O=C(CSCc1ccc(Cl)cc1)N1CCCCC1,0,96,17,-14,99,1,-10,13,0.7,2
CCN(CC)CCN1C(=O)C(=O)/C(=C(/O)c2ccc(OC)c(OC)c2)C1c1ccccn1 (stereo not given),-1,95,15,-52,94,0,3,-30,-0.5,-8
O=S(=O)(c1ccccc1)N1CCN(c2ncccn2)CC1,0,96,2,-32,96,0,-1,6,-0.8,2
COc1ccc(Cn2cnc3sccc3c2=O)cc1,1,93,1,-35,99,1,-9,18,-1.9,-18
CCc1[nH]c(=S)c(C#N)c2c1CCCC2,-1,101,7,-31,91,2,5,2,-1.1,6
O=C(Nc1ccc(N2CCN(C(=O)c3ccco3)CC2)cc1)c1ccccc1F,2,85,6,-10,100,0,-6,-3,-1.9,-26
COCCNC(=O)c1cc2cc(Br)cc(OC)c2oc1=O,·,107,24,-67,97,3,2,3,-1.1,-3
Cc1nc(-c2cccc(S(=O)(=O)N3CC(C)OC(C)C3)c2)cs1 (stereo not given),-2,87,2,-1,87,1,-1,3,-1.2,-2
C=CCn1c(SCCN2CCCCC2)nc2c1c(=O)[nH]c(=O)n2C,0,107,11,12,101,1,8,5,-0.8,-10
COc1ccc(CN2C3CCCC2CC(NC(=O)Nc2ccccc2C)C3)cc1 (stereo not given),·,92,17,-40,81,5,-2,20,-3.1,·
COc1cc(Br)cc(C=Nc2cccc(C(F)(F)F)c2)c1O,-4,96,8,10,93,3,11,-12,0.5,1
COC(=O)CNC(=O)CN1C(=O)N(c2cccc(Cl)c2)C(N(O)C(=O)Nc2cccc(Cl)c2)C1(C)C (stereo not given),-1,90,3,-7,100,-4,12,-15,-3.3,-17
Cc1cccc(NC2=NCC(=O)N2Cc2ccccc2)c1,0,112,12,-63,96,1,21,-18,-1.1,28
O=C(c1cc([N+](=O)[O-])ccc1N1CCOCC1)N1CCCC1,-1,107,7,-53,100,11,0,0,-0.6,2
Cc1ccc(C(=O)OCC(=O)NCc2cccs2)cc1,-6,84,4,-27,87,5,0,15,-0.3,1
